Source: PubChem BioAssay
Gli-Sufu block: antagonists of Gli-Sufu signaling; hit rate 0.74% among 340,000; Sufu-KO-LIGHT fibroblasts, Gli luciferase reporter luminescence; AID 588413; inhibition, % at 5 µM;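 active = inhibition above about 55%, limit read from the data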;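 also: 0% = DMSO-treated cells and 100% = wells with medium but no cells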
697 NFkB inh: lowers PMA/ionomycin-induced NF-kB signal in 697 B cells; 697 B-cell NF-kB luciferase reporter, 16 h; inhibition, % at 4 µM; hit rate 0.33% among 330,000; AID 435022; in the data active = inhibition above about 35%
EBI2 antag: EBI2 (human) antagonism | P32249 | EBI2 beta-arrestin recruitment, luminescence, 7a,25-OHC stimulated | inhibition, % at 5 µM | hit rate 0.81% among 360,000 | AID 651636; in the data active = inhibition above about 38%;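 also: enzyme fragment complementation signal reports receptor beta-arrestin coupling in cells; 0% = agonist plus DMSO wells and 100% = wells without agonist; some results beyond the cut were filed as inactive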
Target sequence (P32249 whole entry, looked up, the tested form may be a part): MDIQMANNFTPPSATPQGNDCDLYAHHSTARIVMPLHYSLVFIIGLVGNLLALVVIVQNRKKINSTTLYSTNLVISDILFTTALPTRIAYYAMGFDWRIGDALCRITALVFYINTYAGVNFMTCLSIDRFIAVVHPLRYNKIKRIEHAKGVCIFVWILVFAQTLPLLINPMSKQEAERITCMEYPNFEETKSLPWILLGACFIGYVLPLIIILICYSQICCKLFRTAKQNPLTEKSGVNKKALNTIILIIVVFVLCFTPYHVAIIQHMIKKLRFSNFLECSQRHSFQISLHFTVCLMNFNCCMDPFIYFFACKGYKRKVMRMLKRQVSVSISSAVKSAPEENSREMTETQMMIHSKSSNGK
CCR6 antag: antagonists of human CCR6 receptor | hit rate 0.49% among 340,000 | P51684 | CHO-K1 CCR6 PathHunter beta-arrestin, luminescence, CCL20-stimulated | inhibition, % at 20 µM;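 active = compounds whose inhibition of the agonist-driven luminescence signal at 20 µM reaches about 50%, limit read from the data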;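 also: cells stimulated with CCL20 at 14 nM final; plate controls were DMSO with CCL20 for no effect and DMSO without agonist for full effect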
Target sequence (P51684 whole entry, looked up): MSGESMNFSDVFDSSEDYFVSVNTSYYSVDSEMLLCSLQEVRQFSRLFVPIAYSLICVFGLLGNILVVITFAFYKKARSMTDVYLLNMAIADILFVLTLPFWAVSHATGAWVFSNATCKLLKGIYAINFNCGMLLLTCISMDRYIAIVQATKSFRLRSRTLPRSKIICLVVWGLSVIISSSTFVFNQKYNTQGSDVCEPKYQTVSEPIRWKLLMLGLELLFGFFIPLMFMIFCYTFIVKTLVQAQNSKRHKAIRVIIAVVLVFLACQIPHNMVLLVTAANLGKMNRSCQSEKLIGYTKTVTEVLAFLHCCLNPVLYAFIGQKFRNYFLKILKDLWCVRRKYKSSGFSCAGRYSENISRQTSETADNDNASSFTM
Jurkat NFkB inh: inhibitors of the PMA/ionomycin-induced NF-kB reporter in Jurkat cells; PMA/ionomycin-induced NF-kB luciferase reporter, luminescence; hit rate 0.53% among 330,000; inhibition, % at 4 µM
UBC13 polyUb: blocks human UBC13 polyubiquitin chain formation | TR-FRET | inhibition, % at 20 µM | hit rate 0.47% among 330,000; in the data active = inhibition above about 45%, passing the limit was not always enough
Target sequence (P61088 whole entry, looked up): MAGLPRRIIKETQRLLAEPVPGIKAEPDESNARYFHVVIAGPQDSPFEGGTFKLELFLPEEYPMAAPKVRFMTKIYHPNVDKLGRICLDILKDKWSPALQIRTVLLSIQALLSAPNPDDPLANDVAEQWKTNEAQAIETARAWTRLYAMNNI
Apaf-1 inh: inhibitors of human Apaf-1 apoptosome | inhibition, % at 20 µM | reconstituted apoptosome caspase-3 activity, DEVD-Rh110 fluorescence | hit rate 0.71% among 330,000 | O14727; active = inhibition of at least 40% at 20 µM;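 also: plate controls were DMSO wells for no effect and DEVD-CHO caspase inhibitor wells for full effect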
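Material: reconstituted apoptosome with Apaf-1, cytochrome c, caspase-9, procaspase-3, dATP. Technique: Rh110 fluorescence intensity. Buffer or medium: pH 7.5 Hepes buffer with CHAPS, BSA, DTT. Times: 30 min plus 50 min, RT.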
SENP8 inh: SENP8 protease inhibition | Q96LD8 | hit rate 1.2% among 330,000 | inhibition, % at 10 µM | purified SENP8, Z-RLRGG-aminoluciferin cleavage, luminescence
The depositor's hits bear a star; . = no result given. Rule as the data show it, unless noted: active = inhibition above about 50%; inactive = the rest. Some of the compounds tested. The share of hits here may be higher or lower than overall.

SMILES	Gli-Sufu block	697 NFkB inh	EBI2 antag	CCR6 antag	Jurkat NFkB inh	UBC13 polyUb	Apaf-1 inh	SENP8 inh
COc1ccc(CCn2nnnc2C(c2ccc(C)cc2)N2CCN(C)CC2)cc1OC (stereo unspecified)	2	10	1	4	-11	11	-1	0
CC(NC(=O)Cc1cccs1)C(c1cccs1)N1CCN(c2ccccc2F)CC1 (stereo unspecified)	6	-13	18	23	-1	-5	18	-7
COc1ccc(NC(=O)c2ccccc2NC(=O)CSc2ccc(C)cc2)cc1	-32	-32	11	4	-4	3	-3	2
CCOC(=O)c1cc2sc(C)cc2n1CC(=O)N1CCN(C(=O)c2ccco2)CC1	5	-3	-11	-1	5	2	-11	-3
CCOc1ccc(S(=O)(=O)N2CCC(C(=O)NCc3cccnc3)CC2)cc1	-1	-14	7	-1	2	-2	3	3
COCCSc1ncnc2c1oc1nc3c(cc12)COC(C)(C)C3	-10	17	-7	1	-4	6	-23	4
CCOC(=O)c1c(C)[nH]c(C(=O)OCC(=O)NCc2ccc(F)cc2)c1C	3	-8	-1	5	-2	-3	-20	4
CCOC(=O)c1cnc2ccc(Cl)cc2c1N1CCN(C)CC1	4	-57	2	-6	-9	-4	-17	-6
CN(C)c1nc2sc3c(c2c(=O)n1C)CC(C)(C)OC3	8	6	-6	-2	-17	-10	3	-12
CCC1(c2ccccc2)NC(=O)N(CC(=O)NCc2ccc(F)cc2)C1=O (stereo unspecified)	-8	14	5	16	4	1	10	0
CCOC(=O)C1CCN(C(=O)COC(=O)COc2ccccc2OC)CC1	-1	0	-4	9	-5	6	3	-1
CCCCN(C)Cc1cc(=O)oc2cc3c(cc12)CCCC3	2	-8	5	15	5	3	-6	-5
CCSc1oc(-c2ccco2)nc1S(=O)(=O)c1ccccc1	-10	1	2	6	-5	-3	11	-2
CCC(=O)Nc1cccc(C(=O)c2ccc(C)c(C)c2)c1	-16	9	-20	11	2	3	-6	-6
Fc1ccc(-c2nc(-c3cccs3)no2)cc1	-61	-127	-3	4	-136	15	-17	86*
COC(=O)[C@]1(Cc2ccccc2)N[C@H](c2ccc(-c3ccccc3)cc2)[C@@H]2C(=O)N(C)C(=O)[C@@H]21	-9	12	0	11	31	-4	11	-4
Cc1ccnc(NCc2cccc3ccccc23)c1	0	14	-7	0	14	3	11	-16
CCN(Cc1nc(-c2cccc(C)c2)no1)C(=O)c1ccco1	-20	2	-4	16	3	6	5	-10
CN(Cc1ccccc1)C(=O)COC(=O)c1cc(-c2ccc(Cl)s2)nc2ccccc12	5	30	12	5	1	51*	14	0
O=C(Nc1ccc(Cl)cc1)Nc1ccc(N2CCCC2)c(S(=O)(=O)Nc2ccccc2Cl)c1	14	-37	14	7	-12	-24	9	4

Profiles as entered above. Order of screens: Gli-Sufu block, 697 NFkB inh, EBI2 antag, CCR6 antag, Jurkat NFkB inh, UBC13 polyUb, Apaf-1 inh, SENP8 inh
`CCOC(=O)c1cc2sc(C)cc2n1CC(=O)N1CCN(C(=O)c2ccco2)CC1` across the screens: 5, -3, -11, -1, 5, 2, -11, -3
`CC(NC(=O)Cc1cccs1)C(c1cccs1)N1CCN(c2ccccc2F)CC1` (stereo unspecified) across the screens: 6, -13, 18, 23, -1, -5, 18, -7

Remaining list, next part
SMILES	Gli-Sufu block	697 NFkB inh	EBI2 antag	CCR6 antag	Jurkat NFkB inh	UBC13 polyUb	Apaf-1 inh	SENP8 inh
COc1ccc(C(=O)NCC(c2ccco2)N2CCc3ccccc32)cc1OC (stereo unspecified)	3	-13	3	12	-4	-4	8	-1
CC(C)CC(=O)c1c[nH]c(C(=O)NCC2CCCO2)c1 (stereo unspecified)	-10	-39	-2	14	-12	-12	3	-4
O=C(N/N=C/c1cc([N+](=O)[O-])ccc1O)C12CC3CC(CC(C3)C1)C2	7	6	79*	71*	-9	-32	-9	-12
Cc1ccc(S(=O)(=O)N2CCN(S(=O)(=O)c3ccccc3Br)C2=O)cc1	-5	12	-6	18	.	.	15	.
O=C(COc1ccccc1/C=C1/NC(=O)NC1=O)Nc1ccccc1	-1	11	8	19	0	-3	-11	3
COc1ccc(NC(=O)CSc2nnc(-c3ccncc3)n2CC2CCCO2)c(OC)c1 (stereo unspecified)	5	-9	7	-17	2	-4	0	-1
COc1cccc(NC(=O)N2CCCC2)c1	-5	13	-3	-3	-14	11	-6	0
Cc1c(C(=O)NCc2ccc3c(c2)OCO3)oc2ccccc12	5	10	-4	3	-2	3	4	2
CC(=O)Nc1cccc(NC(=O)CSc2n[nH]c(-c3ccccc3)n2)c1	-2	9	-7	-2	-4	12	-12	2
Cc1ccc(CNC(=O)CS(=O)Cc2nc(-c3ccccc3Cl)oc2C)cc1 (stereo unspecified)	3	5	9	16	-4	1	0	2
Cc1cc(C)c2nc(SCC(=O)NCCN3C(=O)CSC3=O)cc(C)c2c1	7	7	0	9	2	-1	8	-4
Cc1cc(C(=O)CSc2nncn2C)c(C)n1-c1ccccc1	-66	-96	-3	1	-75	-8	-2	-12
Nc1cc(N)cc(-c2nc3ccccc3[nH]2)c1	10	15	-2	-7	0	-8	6	7
COc1ccc(Cl)cc1NC(=S)NC1CCCC1	3	-19	-15	8	-21	-7	7	-18
Cc1ccc(NC(=O)c2ccc3c(c2)NC(=O)CS3)nc1	-45	-52	2	10	-65	-5	6	-1
Cc1ccc(N(C(C)C(=O)Nc2c(C)n(C)n(-c3ccccc3)c2=O)S(C)(=O)=O)cc1C (stereo unspecified)	-1	10	-5	3	-9	-2	10	-6
CC(CN(C)Cc1ccccc1)OC(=O)c1ccccc1F (stereo unspecified)	7	21	-5	19	0	9	-2	-9
COc1ccc(C(=O)Nc2nc(C)cc(C)n2)cc1	2	-10	1	-2	-9	-10	-16	-16
CCn1c(SCC(=O)c2ccc(CNC(C)=O)o2)nnc1-c1cccs1	15	16	6	-3	3	3	1	0
O=C(CSc1ccc(Cl)cc1)Nc1cccc(NC(=O)c2ccco2)c1	-30	-5	-6	3	-4	5	7	-2
COc1ccc(C(CNC(=O)C(CC(C)C)NS(=O)(=O)c2ccc(C)cc2)N2CCOCC2)cc1 (stereo unspecified)	1	0	7	12	1	-9	-6	-1
Brc1ccc(-c2noc(COc3ccc4c(c3)CCC4)n2)o1	-5	0	-4	16	-9	7	11	-5
CCC1(C)Cc2c(sc3nnn(Cc4ccccc4Cl)c(=O)c23)CO1 (stereo unspecified)	6	12	19	13	-2	0	1	-5
CC1CCCCN1CCNC(=O)CN1C(=O)COc2ccccc21 (stereo unspecified)	2	27	-2	0	8	4	-14	-4
Cc1ccnc2ccc(-c3nc4ccccc4o3)cc12	-60	-159	21	-14	-112	16	14	71*
COCc1cc(C)nc(SCC[N+](C)(C)CC(=O)c2ccccc2)c1C#N	11	-5	-5	7	-7	-10	11	-1
O=C(CCl)N1CCCC1c1ccc2c(c1)OCCO2 (stereo unspecified)	0	52*	-30	11	85*	-3	6	-17
COc1ccc(S(=O)(=O)NC(C)C(=O)Nc2cccc(C(C)=O)c2)cc1 (stereo unspecified)	-8	19	-5	6	5	3	-7	-1
CCC(C)n1c(-c2cccc(S(=O)(=O)N3CCOCC3)c2)n[nH]c1=S (stereo unspecified)	-1	22	-5	7	8	1	-5	6
O=C(Cc1cccs1)N1CCN=C1SCc1cccc(F)c1	-3	9	-6	7	4	2	-12	1
Cc1cccc(C)c1OCC(=O)NNC(=O)CCNC(=O)c1ccco1	2	19	2	-1	-1	3	-1	-4
Cc1ccc(NC(=O)CN(C)C(=O)c2ccccc2Sc2ccccc2C#N)cc1	1	-9	1	9	-3	-3	11	-7
CCCN(CC(=O)Nc1ccccc1OC)C(=O)c1ccc2ncsc2c1	-6	4	-6	4	10	-13	2	-10
CCOc1ccc(C(=O)NCC(=O)Nc2cc(C)ccn2)cc1OCC	-4	0	-22	3	-9	-2	-5	-2
Cc1ccc(C(NC(=O)NC(C)c2ccccc2)C(Cl)(Cl)Cl)cc1F (stereo unspecified)	2	24	9	-7	11	7	-4	0
COc1ccc(CNC(=O)CSc2n[nH]c(N)n2)cc1	-9	-23	4	8	-26	-3	4	2
CCOC(=O)Cc1csc(NC(=S)NC(=O)c2cccc([N+](=O)[O-])c2)n1	1	-23	7	22	-12	-7	15	-8
O=C(COC(=O)c1ccco1)Nc1nc2c(F)c(F)c(F)cc2s1	-12	-5	0	0	6	-3	0	5
Nc1ccc2c(c1)C(=O)Cc1ccccc1S2	0	-14	8	8	12	58*	-10	0
Cc1ccc(CC(=O)CCc2ccccc2)cc1	-14	-11	-6	5	-8	-2	3	-9
CC1CCN(c2cc(N3CCOCC3)c([N+](=O)[O-])cc2F)CC1	7	-6	-15	3	-5	-23	10	0
CN(CC(=O)Nc1cccc(F)c1)C(=O)C1CCN(S(=O)(=O)c2ccc3c(c2)OCCO3)CC1	-4	-1	1	-1	8	1	1	-1
COC(=O)C(Cc1ccccc1)NC(=S)NC(=O)c1ccccc1 (stereo unspecified)	3	-10	10	19	-8	3	7	7
CCOc1cc(C(=O)O)cc(Cl)c1OC	-45	4	-3	7	7	-1	-12	1
CC(=O)Nc1ccc(NS(=O)(=O)c2cc(Cl)ccc2Cl)cc1	-2	5	-4	3	7	-2	-13	-6
O=[N+]([O-])c1ccccc1S(=O)(=O)Oc1ccccc1/C=N/n1cnnc1	1	0	-17	17	3	-8	3	6
Cc1c(NC(=O)c2noc3c2CCc2ccccc2-3)c(=O)n(-c2ccccc2)n1C	-7	-28	-2	6	-36	7	8	10

Compounds above that contain an aryl thioether with sulfur outside any ring, in the order listed:
SMILES	Gli-Sufu block	697 NFkB inh	EBI2 antag	CCR6 antag	Jurkat NFkB inh	UBC13 polyUb	Apaf-1 inh	SENP8 inh
COc1ccc(NC(=O)c2ccccc2NC(=O)CSc2ccc(C)cc2)cc1	-32	-32	11	4	-4	3	-3	2
COCCSc1ncnc2c1oc1nc3c(cc12)COC(C)(C)C3	-10	17	-7	1	-4	6	-23	4
CCSc1oc(-c2ccco2)nc1S(=O)(=O)c1ccccc1	-10	1	2	6	-5	-3	11	-2
COc1ccc(NC(=O)CSc2nnc(-c3ccncc3)n2CC2CCCO2)c(OC)c1 (stereo unspecified)	5	-9	7	-17	2	-4	0	-1
CC(=O)Nc1cccc(NC(=O)CSc2n[nH]c(-c3ccccc3)n2)c1	-2	9	-7	-2	-4	12	-12	2
Cc1cc(C)c2nc(SCC(=O)NCCN3C(=O)CSC3=O)cc(C)c2c1	7	7	0	9	2	-1	8	-4
Cc1cc(C(=O)CSc2nncn2C)c(C)n1-c1ccccc1	-66	-96	-3	1	-75	-8	-2	-12
CCn1c(SCC(=O)c2ccc(CNC(C)=O)o2)nnc1-c1cccs1	15	16	6	-3	3	3	1	0
O=C(CSc1ccc(Cl)cc1)Nc1cccc(NC(=O)c2ccco2)c1	-30	-5	-6	3	-4	5	7	-2
COCc1cc(C)nc(SCC[N+](C)(C)CC(=O)c2ccccc2)c1C#N	11	-5	-5	7	-7	-10	11	-1
Cc1ccc(NC(=O)CN(C)C(=O)c2ccccc2Sc2ccccc2C#N)cc1	1	-9	1	9	-3	-3	11	-7
COc1ccc(CNC(=O)CSc2n[nH]c(N)n2)cc1	-9	-23	4	8	-26	-3	4	2
